SENP8 block-1: human SENP8 protease inhibitors, primary screen, biochemical, fluorescence, Nedd8 protein substrate, uHTS; Sentrin-specific protease 8 (Homo sapiens), Q96LD8; recombinant SENP8; AID 602440, 2012; 360,000 tested, 0.64% active; inhibition, % at 20 µM; in the data active means inhibition mostly above about 40%, no sharp cut-off; inactive means mostly below about 27%
NALP3 yeast inh: NALP3 inflammasome inhibitors in reconstituted yeast, primary screen, luminescence, uHTS; inhibition, % at 10 µM; 330,000 tested, 0.39% active; Yeast reconstituted NLRP3/ASC/caspase-1, beta-gal luminescence, 24 h;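 active means inhibition of 50% or more; inactive means inhibition below 50%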;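 further: plate controls were induced DMSO wells for no effect and uninduced yeast grown without galactose for full effect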
SENP7 inh: SENP7 protease inhibitors, primary screen, biochemical, luminescence, uHTS; recombinant SENP7, Z-RLRGG-aminoluciferin luminescence, 40 min; AID 434973, 2010; 330,000 tested, 1.5% active; inhibition, % at 5 µM; Sentrin-specific protease 7 (Homo sapiens), Q9BQF6;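 active means inhibition above about 50% at the single test dose, limit read from the data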;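 further: plate controls were DMSO with enzyme for no effect and no enzyme buffer wells for full effect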
Target sequence (Q9BQF6 706-1050 limits assumed): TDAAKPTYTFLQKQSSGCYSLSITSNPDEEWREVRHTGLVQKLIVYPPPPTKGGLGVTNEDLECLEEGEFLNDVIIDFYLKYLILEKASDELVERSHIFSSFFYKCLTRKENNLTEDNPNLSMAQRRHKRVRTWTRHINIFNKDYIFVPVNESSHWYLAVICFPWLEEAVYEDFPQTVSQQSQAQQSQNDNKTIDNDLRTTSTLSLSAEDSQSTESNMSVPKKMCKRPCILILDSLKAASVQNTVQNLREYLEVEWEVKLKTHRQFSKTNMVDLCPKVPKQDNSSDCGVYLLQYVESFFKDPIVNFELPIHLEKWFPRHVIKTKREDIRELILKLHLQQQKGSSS
HKDC1 inhibitor: HKDC1 hexokinase inhibitors, primary screen, biochemical, fluorescence, uHTS; Q2TB90; recombinant HKDC1, G6PDH/diaphorase resazurin coupled fluorescence; inhibition, % at 20 µM; 340,000 tested, 0.16% active; AID 493160, 2011;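 active means inhibition above about 35% when tested at 20 µM, limit read from the data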;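 further: plate controls were DMSO wells with enzyme for no effect and DMSO wells lacking enzyme for full effect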
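Test system: recombinant HKDC1 (HK5) hexokinase enzyme, produced in-house / Doses: 20 µM test compound, 1% DMSO / Timing: 90 min, room temperature / Detection: G6PDH/diaphorase-coupled fluorescence, 1 mM NADP, 100 µM resazurin, 525/613 nm / Control set: DMSO wells with and without enzyme mix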
SENP6 inh: SENP6 protease inhibitors, primary screen, biochemical, luminescence, uHTS | Recombinant SENP6 catalytic domain, aminoluciferin luminescence | inhibition, % at 10 µM | Sentrin-specific protease 6 (Homo sapiens), Q9GZR1 | 330,000 tested, 1.8% active;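 active means inhibition above about 50% at the single tested dose, limit read from the data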;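 further: plate controls were DMSO wells with enzyme for no effect and DMSO wells lacking enzyme for full effect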
Target sequence (Q9GZR1 628-1112 limits assumed): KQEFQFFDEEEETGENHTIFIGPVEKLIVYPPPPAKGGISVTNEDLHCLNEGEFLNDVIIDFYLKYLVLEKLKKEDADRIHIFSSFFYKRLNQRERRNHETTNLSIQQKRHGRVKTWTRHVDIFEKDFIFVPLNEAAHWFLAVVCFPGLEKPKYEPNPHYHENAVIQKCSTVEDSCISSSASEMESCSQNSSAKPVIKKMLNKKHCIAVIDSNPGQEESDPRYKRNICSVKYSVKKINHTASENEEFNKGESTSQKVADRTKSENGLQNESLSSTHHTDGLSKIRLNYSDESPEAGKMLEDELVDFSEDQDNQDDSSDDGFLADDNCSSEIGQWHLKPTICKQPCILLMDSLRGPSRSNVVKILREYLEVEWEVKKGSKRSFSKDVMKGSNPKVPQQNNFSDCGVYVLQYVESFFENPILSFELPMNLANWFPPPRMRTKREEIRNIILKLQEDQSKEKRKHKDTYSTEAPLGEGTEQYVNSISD
SENP1 FRET inh: human SENP1 catalytic domain inhibitors, primary screen, biochemical, FRET, uHTS; recombinant SENP1 catalytic domain, CyPet-SUMO1-YPet FRET cleavage; inhibition, % at 10 µM; 360,000 tested, 0.21% active; AID 624204, 2012;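 active means inhibition at least 30% at 10 µM, raw YFP signal under a set limit, fluorescence ratio 0.5 to 1.5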;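 further: 0% = enzyme with DMSO and 100% = no enzyme wells; some results filed as inactive read as strong as hits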
Target sequence (Q9P0U3 419-644 limits assumed): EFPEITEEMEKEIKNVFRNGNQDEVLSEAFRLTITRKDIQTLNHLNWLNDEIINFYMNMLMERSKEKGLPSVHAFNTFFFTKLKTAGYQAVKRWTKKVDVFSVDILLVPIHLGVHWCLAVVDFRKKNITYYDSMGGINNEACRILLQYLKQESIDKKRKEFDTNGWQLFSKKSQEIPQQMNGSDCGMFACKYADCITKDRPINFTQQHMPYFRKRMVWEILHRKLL
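material = recombinant human SENP1 catalytic domain, His6-tagged | quantity = 20 pM enzyme | reagent = 25 nM SUMO1 FRET substrate | compound dosing = 10 µM single point, 0.5% DMSO | timing = 50 min enzyme reaction, room temperature, light-protected | detection = FRET, CFP and YFP emission | control set = no-enzyme low, enzyme-DMSO high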
PfGluPho inh: PfG6PD enzyme inhibitors, primary screen, biochemical, fluorescence intensity, uHTS; glucose-6-phosphate dehydrogenase-6-phosphogluconolactonase (Plasmodium falciparum 3D7); PfGluPho enzyme, NADPH resazurin-diaphorase fluorescence; inhibition, % at 20 µM; 350,000 tested, 0.78% active;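 active means inhibition reaching at least a set limit at 20 µM in the primary screen, cut at about 59% in these data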;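 further: 0% = DMSO wells with substrate and 100% = DMSO wells lacking glucose-6-phosphate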
SENP8 block-2: SENP8 protease inhibitors, primary screen, biochemical, luminescence; 330,000 tested, 1.2% active; purified SENP8, Z-RLRGG-aminoluciferin cleavage; Sentrin-specific protease 8 (Homo sapiens), Q96LD8; inhibition, % at 10 µM; AID 2540, 2010; in the data active means inhibition above about 50%
Apaf1 inhib: inhibitors of human Apaf-1 apoptosome, primary screen, biochemical, DEVD-Rh110 fluorescence, uHTS; reconstituted apoptosome caspase-3 activity; 330,000 tested, 0.71% active; inhibition, % at 20 µM; Apoptotic protease-activating factor 1 (Homo sapiens), O14727; active means inhibition of at least 40% at 20 µM;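 further: plate controls were DMSO wells for no effect and DEVD-CHO caspase inhibitor wells for full effect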
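System: reconstituted apoptosome with Apaf-1, cytochrome c, caspase-9, procaspase-3, dATP; Signal: Rh110 fluorescence intensity; Schedule: 30 min compound preincubation, 50 min activation, room temperature; Reagent: cytochrome c trigger plus (Z-DEVD)2-Rh110 caspase-3 substrate.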
Active calls of the source: *; · = not tested or not shown.

SMILES | SENP8 block-1 | NALP3 yeast inh | SENP7 inh | HKDC1 inhibitor | SENP6 inh | SENP1 FRET inh | PfGluPho inh | SENP8 block-2 | Apaf1 inhib
COC(=O)CSc1nnc(CNc2ccc(F)cc2)o1 | 22 | -3 | 4 | -3 | -10 | 1 | 0 | 1 | 9
COc1cc(C(=O)NCCOc2ccc(Cl)cc2)ccc1OCc1c(C)noc1C | 0 | 16 | -8 | -4 | -15 | 1 | -9 | -12 | -3
CCOc1ccc(NC(=O)Nc2nc3ccc(S(C)(=O)=O)cc3s2)cc1 | -36 | 10 | 2 | 7 | -7 | 1 | 2 | 2 | 4
CCOC(=O)c1sc(N(Cc2ccccc2)C(=O)CCl)nc1C | 5 | 11 | -13 | 30 | -41 | 2 | 27 | -6 | 23
CC1CCCCN1c1ccc(N)cc1C(N)=O (stereo not given) | -56 | -12 | 0 | 0 | 8 | 1 | -7 | 4 | -9
Cc1ccc(N2CCN(S(=O)(=O)N3CCOCC3)CC2)cc1C | 2 | 16 | -3 | 10 | 20 | 2 | -20 | 7 | -4
CC(OC(=O)c1cccn1C)C(=O)Nc1ccc2c(c1)OCO2 (stereo not given) | 8 | 4 | -11 | 1 | -8 | -1 | -6 | -5 | -6
CCN(CC(=O)Nc1ccc(NC(C)=O)cc1)C(=O)Cc1cccc2ccccc12 | 8 | 8 | -8 | -4 | -2 | 1 | -13 | -6 | 8
CCOC(=O)c1cnn(-c2ccccc2)c1NC(=O)C(F)(F)C(F)(F)C(F)(F)F | 0 | 10 | -2 | -1 | -18 | -1 | -11 | -12 | 11
O=C1CC(c2ccsc2)c2cc3c(cc2N1)OCCO3 (stereo not given) | 5 | 13 | 21 | -3 | -1 | 1 | 2 | -3 | 10
COc1cc(C)c(C(=O)Oc2cc(C)c(C(=O)O)c(O)c2C)c(O)c1C | -6 | 1 | -14 | 1 | -8 | -1 | 6 | -17 | 16
C/C(=N\Nc1ccc(S(N)(=O)=O)cc1[N+](=O)[O-])c1cccs1 | 22 | 26 | -6 | 9 | -7 | 3 | 0 | 6 | -6
Cc1sc2ncn(CC(=O)Nc3ccccc3F)c(=O)c2c1-c1ccccc1 | 11 | 7 | -4 | -1 | -11 | -2 | 1 | 3 | -9
c1ccc(CSc2ncn(-c3ccccc3)n2)cc1 | 16 | 30 | -11 | -1 | -6 | 1 | -3 | -3 | 6
NS(=O)(=O)c1cccc(NC(=O)COc2ccc([N+](=O)[O-])cc2)c1 | 14 | -6 | -3 | -2 | 4 | 2 | -5 | -7 | 5
Cc1ccc(Sc2ccc(NC(=O)c3ccc(S(C)(=O)=O)cc3Cl)cc2)cc1 | 9 | 16 | -3 | -8 | -6 | -1 | 5 | -16 | -9
CN1C2CCC1/C(=C\c1ccc(F)cc1)C(=O)/C2=C/c1ccc(F)cc1 | 16 | 31 | -3 | 1 | -12 | 2 | 4 | -6 | 13
C/C(CC(=O)Nc1cccc(Br)c1)=N\NC(=O)c1ccc(O)cc1O | -33 | 21 | -1 | -9 | 8 | 0 | -16 | 9 | 10
O=C(NCCCc1ccccc1)[C@@H]1Cc2ccccc2CN1 | 22 | 6 | 1 | 1 | 0 | 2 | -12 | 4 | 5
CCC(=O)c1ccc(/C=C/c2nc3ccccc3n2C)o1 | -366 | 27 | 25 | -4 | -5 | -24 | 26 | 28 | 2
Nc1ccc2nc(C3CCCCC3)[nH]c2c1 | -4 | 19 | 4 | -5 | 11 | -4 | 7 | -1 | -2
Cc1[nH]c(C)c(S(=O)(=O)N2CCN(c3cccc(Cl)c3)CC2)c1C(=O)N1CCCC1 | 11 | 16 | 0 | 2 | -7 | 1 | -1 | -2 | 6
Cc1ccc(-c2cc(N)n(Cc3ccc(Cl)cc3)n2)cc1 | -3 | 29 | -3 | 14 | -12 | 2 | 31 | -1 | 11
COCc1cc(CN2CCCC(C(=O)c3cccc(C(F)(F)F)c3)C2)ccc1OC (stereo not given) | 16 | 24 | 5 | -9 | -3 | 4 | -4 | -2 | 2
COc1ccc(OC)c(S(=O)(=O)N2CCc3ccccc32)c1 | 18 | 21 | 4 | -2 | -3 | 2 | 26 | -1 | 23
C=CCOC(=O)C1=C(C)Nc2nnnn2C1c1ccc(OC)cc1OC (stereo not given) | 4 | 4 | 8 | 4 | -1 | 1 | 41 | 2 | -8
CCN(CC)S(=O)(=O)c1ccc(Cl)c(C(=O)OCC(=O)c2c(N)n(C)c(=O)n(C)c2=O)c1 | 19 | 11 | 0 | 0 | -1 | -2 | -14 | 0 | 10
Cc1ccc2nc(-c3ccccc3)cc(C(=O)NCC3CCCO3)c2c1 (stereo not given) | -247 | 22 | 1 | -4 | -19 | 1 | 13 | -3 | -10
CCc1cccc(C)c1NC(=O)Cc1ccsc1 | -1 | 4 | -9 | -1 | -8 | -4 | 3 | -16 | 6
O=C(c1ccc(Cl)c(S(=O)(=O)N2CCCCC2)c1)N1CCN(Cc2ccccc2)CC1 | 11 | 15 | -2 | 5 | 1 | -1 | -2 | -2 | 16

Three entries picked at random from those above:
SMILES | SENP8 block-1 | NALP3 yeast inh | SENP7 inh | HKDC1 inhibitor | SENP6 inh | SENP1 FRET inh | PfGluPho inh | SENP8 block-2 | Apaf1 inhib
Cc1ccc(-c2cc(N)n(Cc3ccc(Cl)cc3)n2)cc1 | -3 | 29 | -3 | 14 | -12 | 2 | 31 | -1 | 11
Cc1ccc2nc(-c3ccccc3)cc(C(=O)NCC3CCCO3)c2c1 (stereo not given) | -247 | 22 | 1 | -4 | -19 | 1 | 13 | -3 | -10
C=CCOC(=O)C1=C(C)Nc2nnnn2C1c1ccc(OC)cc1OC (stereo not given) | 4 | 4 | 8 | 4 | -1 | 1 | 41 | 2 | -8

The list continues.
SMILES | SENP8 block-1 | NALP3 yeast inh | SENP7 inh | HKDC1 inhibitor | SENP6 inh | SENP1 FRET inh | PfGluPho inh | SENP8 block-2 | Apaf1 inhib
Cc1ccsc1/C=C(\C#N)C(=O)NCc1ccco1 | 10 | · | · | -8 | · | -7 | -14 | · | ·
CCN1C(=O)[C@H]2[C@@H](c3ccc(C)cc3)N3C(=O)N(c4ccc(OC)cc4)C(=O)[C@@]3(C)[C@H]2C1=O | 17 | 15 | -7 | -4 | -16 | 2 | 16 | 3 | -8
COc1ccc(CNCCNC(=O)c2ccco2)c(OC)c1OC | 22 | -4 | 10 | -5 | -3 | 1 | -16 | 1 | -3
C=CCNC(=O)CN(c1ccc(OC)cc1OC)S(C)(=O)=O | 2 | 6 | -3 | 0 | -4 | 0 | 6 | 1 | 1
Cc1ccc(S(=O)(=O)N2CCOCC2)cc1C(=O)OCC(=O)N(Cc1ccccc1)C(C)C | 10 | 16 | 6 | -2 | -2 | 1 | 14 | 3 | 5
Cc1ccc(S(=O)(=O)N2CCC(C(=O)N[C@H](C(=O)NC3CCS(=O)(=O)C3)C(C)C)CC2)cc1 (stereo not given in full) | 26 | -3 | -3 | 3 | -4 | 2 | -13 | -9 | -5
CCCN(CCC)CC(O)CN1C(=O)NC(C)(C)C1=O (stereo not given) | 11 | -4 | 1 | -10 | -5 | 1 | 7 | 0 | 9
O=C(NNC(=O)c1ccco1)Nc1ccccc1 | 1 | 9 | -9 | -5 | -9 | 1 | 8 | -12 | -12
COC(=O)c1cc(O)cc(OC)c1C(=O)c1c(O)cc(C)cc1O | -6 | 2 | -4 | 5 | -6 | 2 | -17 | 1 | -6
CN(C)c1cc(-c2ccc(F)cc2)oc(=O)c1Cl | 16 | 22 | 6 | -3 | -9 | 3 | 14 | 2 | -1
CCC(C)C(NC(=O)c1ccc(Cl)cc1Cl)C(=O)O (stereo not given) | 12 | 20 | 4 | 8 | -11 | -1 | 10 | -1 | 0
COCC(=O)Nc1ccc(N2CCOCC2)c(S(=O)(=O)Nc2ccccc2OC)c1 | 10 | -7 | 0 | 0 | -11 | -1 | 48 | 0 | -9
O=S(=O)(NCCCN1CCOCC1)c1ccc(F)c(Cl)c1 | 7 | 1 | 3 | -5 | 5 | 2 | 5 | -1 | -11
N#Cc1cc(C(=O)c2cc(Cl)ccc2O)cn(-c2ccccc2)c1=O | -5 | 19 | 1 | -2 | 11 | 3 | -5 | 2 | 5
Cc1ccc(C(=O)Nc2cccc3ccccc23)o1 | -100 | 11 | -6 | 1 | -18 | 1 | -1 | -12 | 10
Cc1ccc(C(=O)Nc2ccc(S(=O)(=O)N3CCOCC3)cc2)cc1Br | -4 | 20 | 4 | 7 | -19 | -2 | 5 | 3 | 10
O=C(Nc1cccc(Cl)c1)Nc1cccc(C(=O)O)c1 | 26 | 20 | 93* | -3 | 96* | 2 | -8 | 87* | -5
COC(=O)c1ccc(CNC(=O)C2CCC(=O)N(C3CCCCCC3)C2)cc1 (stereo not given) | 14 | 13 | 1 | -5 | 6 | 1 | -4 | -5 | -9
O=C(NCc1ccco1)c1ccc(S(=O)(=O)N2CCCc3ccccc32)cc1 | 6 | 26 | 6 | 2 | 4 | 1 | 2 | -2 | 14
Cn1c(=O)c2c(nc(NCc3cccnc3)n2Cc2ccc(Cl)cc2)n(C)c1=O | 24 | 7 | 11 | 0 | -2 | 1 | 1 | 4 | 13
CCc1nc(Nc2ccccc2)c2nnn(Cc3ccccc3)c2n1 | -43 | 8 | -1 | 3 | -3 | 1 | 14 | -2 | 25
COc1ccccc1N(CC(O)CN1CCC(C)CC1)S(=O)(=O)c1ccccc1 (stereo not given) | 6 | 6 | 7 | -6 | 3 | 3 | 8 | -8 | 5
O=C(C1CC1)N1CCc2cc(Br)cc(S(=O)(=O)NCc3ccc4c(c3)OCO4)c21 | 5 | 17 | 6 | -2 | 5 | -1 | 1 | 7 | -3
O=C(CS(=O)CC(=O)N(CC(=O)NC1CCCC1)C1CCCCC1)Nc1ccc(F)cc1 (stereo not given) | 12 | 13 | -3 | -11 | 1 | 0 | -8 | -3 | -11
CC1Cc2ccccc2N1C(=O)CSc1nnnn1C1CCCC1 (stereo not given) | 13 | 19 | 3 | -7 | 7 | -1 | 15 | 3 | 15
O=C(CSc1ccccc1)Nc1nnc(-c2ccco2)o1 | 6 | 6 | 3 | -5 | -4 | 0 | 2 | 1 | 1
COCCCn1c(=O)c2sccc2n(Cc2ccc(C)cc2)c1=O | 10 | 7 | -12 | 0 | -30 | -1 | -5 | -12 | -2
COC(=O)[C@@H]1CC[C@H](C)[C@@H](c2ccc(C)cc2)N1C(=O)c1ccc(/C=N/OC[C@@H](O)[C@H]2O[C@@H]3OC(C)(C)O[C@@H]3[C@H]2O)cc1 | · | -6 | 5 | · | 8 | · | · | -3 | 12

Screens (PubChem BioAssay)
